DT40 TDP1 no CPT: qHTS for Inhibitors of human tyrosyl-DNA phosphodiesterase 1 (TDP1): qHTS in cells in absence of CPT. DT40 Tdp1-/- hTDP1 cells, no CPT, ATP luminescence, 48 h. Potency, µM (series often up to 46.2 µM), for inactives: at the highest dose activity change, negative = growth inhibition, actives largely listed as inhibitors. 420,000 tested, 15% active; further: nearly all actives have a fitted effect of over 55% in size
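Stably hTDP1-transfected Tdp1-null chicken DT40 cells were treated with library compounds minus camptothecin and grown for at least 48 hr at 37 °C, after which cellular ATP was quantified by luminescence.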
TDP1 inh: inhibitors of human tyrosyl-DNA phosphodiesterase TDP1; Q9NUW8; recombinant TDP1, AlphaScreen DNA substrate cleavage; Potency, µM (series often up to 130 µM), for inactives: at the top dose activity change, negative = inhibition, usual class: inhibitors; 350,000 tested, 0.28% active; AID 485290; further: nearly all actives have a fitted effect of over 40% in size
Target sequence (Q9NUW8 whole entry, looked up): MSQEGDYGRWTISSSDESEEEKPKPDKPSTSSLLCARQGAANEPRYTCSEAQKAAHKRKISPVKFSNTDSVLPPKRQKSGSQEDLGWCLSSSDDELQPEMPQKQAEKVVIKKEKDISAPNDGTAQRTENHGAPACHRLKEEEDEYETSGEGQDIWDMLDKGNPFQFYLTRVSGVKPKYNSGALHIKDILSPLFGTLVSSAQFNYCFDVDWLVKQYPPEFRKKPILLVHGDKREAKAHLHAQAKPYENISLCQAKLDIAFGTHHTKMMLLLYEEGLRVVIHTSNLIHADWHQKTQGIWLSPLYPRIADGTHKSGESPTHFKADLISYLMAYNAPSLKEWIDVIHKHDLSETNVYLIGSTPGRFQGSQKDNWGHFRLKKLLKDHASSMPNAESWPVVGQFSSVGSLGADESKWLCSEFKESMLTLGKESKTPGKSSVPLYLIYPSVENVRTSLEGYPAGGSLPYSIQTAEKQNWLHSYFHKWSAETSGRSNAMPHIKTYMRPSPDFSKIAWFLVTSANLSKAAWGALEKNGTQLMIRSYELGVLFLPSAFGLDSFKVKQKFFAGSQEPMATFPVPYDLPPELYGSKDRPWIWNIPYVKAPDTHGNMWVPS
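Tdp1 1 nM final; 15 min RT w/ cpd; substrate 15 nM, 5 min; beads 10 ug/ml, 10 min; AlphaScreen read. Neg ctrl: no enzyme.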
TDP1 cell CPT: growth inhibition of DT40 Tdp1-/-;hTDP1 cells with camptothecin (screen for TDP1 inhibitors) | Potency, µM (series often up to 46.2 µM), for inactives: at the highest dose activity change, negative = growth inhibition, most hits filed as inhibitors | 420,000 tested, 12% active | chicken DT40 Tdp1-/-;hTDP1 cells + 20 nM CPT, ATP luminescence, 48 h; further: nearly all actives have a fitted effect of over 55% in size
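Chicken DT40 Tdp1-/- cells complemented with human TDP1, 400 cells/well, exposed to compounds plus 20 nM camptothecin for at least 48 h at 37 C; viability read as ATP content by CellTiter-Glo luminescence.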
An asterisk follows results filed as active; ? = inconclusive; / = not tested or not shown; [ ] = remark or other dose. The call rests on the fitted dose curve; in most records, active means well fitted curve in the direction sought with a large enough effect; inconclusive means small, poorly fitted or top-dose-only effect, or another doubt; inactive means no such curve, though single readings can be large; an effect the other way counts as inactive or inconclusive. On the % scale 0 is the no-effect control and ±100 the full control effect; potency means the concentration at half of the fitted maximal effect.

Every second line gives: DT40 TDP1 no CPT, TDP1 inh, TDP1 cell CPT
COCCN(C(=O)COC(=O)CSc1ccc2ccccc2c1)c1c(N)n(Cc2ccccc2)c(=O)[nH]c1=O
 : 1%, /, -2%
Cc1cc(C)cc(NC(=O)c2ccc(S(=O)(=O)N(C)CC3CCCO3)cc2)c1 (centres undefined)
 : ?, 1%, -6%
COc1ccc(OCCn2nnc3sc4c(c3c2=O)CCCC4)cc1
 : -12%, /, -24%
CCS(=O)(=O)N1CCCc2cc(C(=O)Nc3cccc(C(C)=O)c3)ccc21
 : 26µM*, 3%, ?
COC(=O)CNC(=O)COC(=O)c1ccc(OC)c([N+](=O)[O-])c1
 : -3%, 3%, 5%
O=C(Nc1ccccc1N1CCN(C(=O)c2ccc(Cl)cc2)CC1)c1ccc([N+](=O)[O-])o1
 : ?, 7%, 21µM*
CC(=O)COc1cc(C)cc2oc(=O)cc(-c3ccccc3)c12
 : -25%, 5%, -5%
C=C(C)COc1ccc(-c2n[nH]c(C)c2-c2ccccc2)c(O)c1
 : 16µM*, 3%, 15µM*
O=C(Nc1ccc(CN2CCOCC2)cc1)c1ccc2ccccc2c1
 : ?, 3%, ?
COc1ccc2nc(N3C(=O)C(O)=C(C(=O)c4ccco4)C3c3ccc(C)o3)sc2c1 (centres undefined)
 : 18µM*, 6%, -17%
CCOC(=O)c1cnn(C)c1NC(=O)c1ccc(Cl)cc1Cl
 : -8%, /, 1%
Cc1cc(C)c(-n2nnnc2SCC(=O)c2cccs2)c(C)c1
 : ?, -7%, ?
Cc1ccc(C)c(N2CCN(C(=O)CCc3nc(-c4cccc(Cl)c4)no3)CC2)c1
 : -20%, -5%[56.1 µM], ?
Cc1ccc([N+](=O)[O-])cc1S(=O)(=O)Nc1cccc(S(=O)(=O)NC2=NCCC2)c1
 : -18%, -8%, 12%
COc1cccc(CN(C)Cc2cc(=O)oc3c(C)c(C)ccc23)c1
 : ?, /, 13µM*
Cc1cc2oc(C(=O)NCCc3ccc(S(N)(=O)=O)cc3)cc(=O)c2cc1C
 : ?, 7%, ?
CC1C(=O)N2CCCc3cc(NC(=O)C(=O)NCCN4CCOCC4)cc1c32 (centres undefined)
 : 2%, -1%, 18%
CCOC(=O)c1cc2sc(C)cc2n1CC(=O)NCc1ccc(F)cc1
 : -13%, 6%, ?
CNC(=O)c1c(NC(=O)CCS(=O)(=O)c2ccccc2)sc2c1CCN(C(=O)OC)C2
 : -13%, 0%[0.505 µM], 4%
COc1ccc(NC(=S)Nc2ncccc2C)c(OC)c1
 : ?, 10%, -25%
CCCn1c(SCC(=O)Nc2ccc(OC)cc2[N+](=O)[O-])n[nH]c1=O
 : -13%, 4%, -11%
CCCCN(C=O)c1c(CC)nc2ccc(C(=O)N(C)Cc3ccco3)cn12
 : -20%, /, -10%
COc1cc(NC(=O)CCS(=O)(=O)c2nc(-c3cccs3)cc(C(F)(F)F)n2)cc(OC)c1OC
 : 6.5µM*, ?, 4.1µM*
CC1(C)C2CCC1(CS(=O)(=O)NC1CCCC1)C(=O)C2 (centres undefined)
 : 0%, 0%, -10%
CCOC(=O)C1CCN(C(=S)Nc2ccccc2)CC1
 : 8%, -7%, ?
CC(C)c1ccc(CCNC(=O)CCNC(=O)c2ccc(Br)cc2)cc1
 : 4%, 0%, -2%
NS(=O)(=O)c1ccc(CCNC(=S)NC2CCCCC2)cc1
 : -26%, /, ?
CC(C)CN1C(=O)c2ccc(NC(=O)Cc3ccccc3)cc2C1=O
 : -22%, 4%, -13%
Cc1ccc(CNC(=O)Cn2cc(C(=O)c3ccc(Cl)cc3)c(=O)c3ccc(C)nc32)cc1
 : 16µM*, 2%, 16µM*
COc1cccc(N2CC(NC(=O)/C=C\c3ccc4c(c3)OCO4)CC2=O)c1 (centres undefined)
 : -28%, 3%, -15%
COc1cccc2cc(C(C)N(CCCN3CCOCC3)C(=O)Nc3ccccc3)oc12 (centres undefined)
 : -14%, 5%, -2%
O=[N+]([O-])c1ccccc1OCCN1CCCC1
 : 10%, 3%, 1%
CCCCCc1nnc(NC(=O)NS(=O)(=O)c2ccc(C)cc2)s1
 : -16%, 3%[0.0935 µM], -12%
CCCNc1nc2c(c(=O)[nH]c(=O)n2C)n1CCc1ccccc1
 : -17%, -1%, 1%
Cc1cc(C)c(S(=O)(=O)NCC(=O)NCc2cc(=O)n(C)c(=O)n2C)c(C)c1
 : 4%, 1%, -1%
Cc1cc(OCC(=O)N2CCC[C@@H]2C(=O)O)c2c(C)c(C)c(=O)oc2c1
 : 1%, /, 15%
COc1ccc(-n2c(SC3CCOC3=O)nc3ccccc32)cc1 (centres undefined)
 : -20%, 0%, ?
O=C(COCC(=O)N1CCOCC1)N1CCOCC1
 : 3%, 6%, -15%
c1ccc(Nc2nc(-c3ccccc3)c(-c3ccccc3)s2)cc1
 : ?, /, 28µM*
CC(C)c1ccc(NC(=O)C2CC(=O)N=C(N)S2)cc1 (centres undefined)
 : -6%, 2%, 13%
COc1ccc(OC)c(/C=C/c2ccnc3ccccc23)c1
 : 4.6µM*, /, 3.7µM*
CCOC(=O)NC1(NCC(C)C)Oc2ccccc2O1
 : -25%, ?, ?
COc1ccccc1OCc1nc2ccccc2n1Cc1ccccc1
 : 16µM*, 0%, ?
CCOC(=O)c1[nH]c(C)c(CCC(=O)Nc2ccccc2OCC)c1C
 : 16µM*, 5%, ?
O=C(COc1ccc([N+](=O)[O-])cc1)Nc1cc(S(=O)(=O)N2CCCCC2)ccc1N1CCCCC1
 : ?, /, -25%
Cc1cc(NC(=O)CCC(=O)N(c2ccc(F)cc2)C(C(=O)NC2CCCC2)c2ccc(C)o2)no1 (centres undefined)
 : ?, -5%, -12%
O=C(Nc1cccnc1)/C(N=Nc1cccnc1)=C(\O)c1ccccc1
 : -13%, 6%, 32%[activator]
CC(NC(=O)c1cc(=O)[nH]c2ccccc12)c1ccccc1 (centres undefined)
 : -92%, 3%, ?
COc1ccc2c(c1)Cc1sc(NC(C)=O)nc1-2
 : 4%, 7%, -13%
Cc1c(CCOC(=O)c2ccccc2)sc[n+]1CC(=O)c1ccc(Br)cc1
 : ?, 12%[0.0935 µM], ?
COc1ccc(CCNC(=O)Cn2c(=O)c3cccn3c3ccccc32)cc1OC
 : 23µM*, 3%, ?
O=C(c1ccc(S(=O)(=O)Cc2ccccc2Cl)c([N+](=O)[O-])c1)N1CCOCC1
 : 21µM*, 7%, 21µM*
Cc1cc(C)c2[nH]c(C(=O)Nc3ccc(F)cc3Br)cc2c1
 : -4%, /, 10%
Cc1ccc(-c2nnn(CC(=O)NCC3COCCO3)n2)o1 (centres undefined)
 : ?, -2%, ?
CC(=O)c1c(C)[nH]c(C(=O)NNC(=O)COc2cc(C)ccc2C(C)C)c1C
 : -16%, 4%, -9%
Cc1ccc(C)c(N2CCN(C(=O)c3noc4c3CCCCC4)CC2)c1
 : ?, -2%, ?
COc1ccc(N)cc1NC(=O)CN1CCOCC1
 : -2%, /, -5%
O=C(Nc1cc2c(cc1C(=O)O)OCCCO2)c1ccc(C(F)(F)F)cc1
 : ?, /, ?
COc1ccc(C2C(C#N)=C(N)OC3=C2C(=O)CC(C)(C)C3)cc1Cn1cc([N+](=O)[O-])cn1 (centres undefined)
 : 5%, 5%, ?
CCS(=O)(=O)c1ccc(O)c(NC(=O)c2ccc(S(=O)(=O)N3CCCCCC3)cc2)c1
 : -3%, 2%, -7%

Three compounds out of the list, ordered by SMILES length, highest first.
Every second line gives: DT40 TDP1 no CPT, TDP1 inh, TDP1 cell CPT
COCCN(C(=O)COC(=O)CSc1ccc2ccccc2c1)c1c(N)n(Cc2ccccc2)c(=O)[nH]c1=O
 : 1%, /, -2%
Cc1cc(OCC(=O)N2CCC[C@@H]2C(=O)O)c2c(C)c(C)c(=O)oc2c1
 : 1%, /, 15%
COc1cccc(CN(C)Cc2cc(=O)oc3c(C)c(C)ccc23)c1
 : ?, /, 13µM*

Some of the entries above in a different format:
| mol | DT40 TDP1 no CPT | TDP1 inh | TDP1 cell CPT |
| --- | --- | --- | --- |
| CCCNc1nc2c(c(=O)[nH]c(=O)n2C)n1CCc1ccccc1 | -17% | -1% | 1% |
| Cc1ccc(-c2nnn(CC(=O)NCC3COCCO3)n2)o1 (centres undefined) | ? | -2% | ? |
| O=C(Nc1cccnc1)/C(N=Nc1cccnc1)=C(\O)c1ccccc1 | -13% | 6% | 32%[activator] |
| CCOC(=O)c1[nH]c(C)c(CCC(=O)Nc2ccccc2OCC)c1C | 16µM* | 5% | ? |

Additional records follow.
Every second line gives: DT40 TDP1 no CPT, TDP1 inh, TDP1 cell CPT
O=[N+]([O-])c1ccc(OCc2cnc(Cl)s2)cc1
 : -3%, 1%, -11%
O=[N+]([O-])c1ccc(N2CCN(S(=O)(=O)c3ccccc3)CC2)c2cccnc12
 : ?, 8%, ?
O=C(c1ccccc1-c1ncc[nH]1)N1CCc2c([nH]c3ccccc23)C1c1ccccn1 (centres undefined)
 : ?, 8%, ?
Cc1ccc(NC(=O)C2CCC(CNc3c(N4CCC(C)CC4)c(=O)c3=O)CC2)cc1F (centres undefined)
 : -21%, 3%, -3%
COc1cccc(OC)c1C(=O)NCCSC1CCCCC1
 : 18µM*, 6%, 13µM*
CCOc1ccc(-c2c(C(=O)N/N=C(\C)c3cccnc3)nnn2-c2nonc2N)cc1
 : 17%, -7%, 0%
Cc1cc(C)c(S(=O)(=O)N(CC(=O)N2CCOCC2)C2CCCCC2)c(C)c1
 : ?, 9%, ?
CC(C)CN1CCCC2(CCN(C(=O)c3cc(C(F)(F)F)cc(C(F)(F)F)c3)CC2)C1
 : -25%, /, -9%
COc1cccc2c1-c1c(C(=O)O)cccc1C2=O
 : -8%, /, 0%
Cc1ccc(S(=O)(=O)NCc2ccccc2)cc1C(=O)NCc1ccncc1
 : -6%, /, 5%
CCCCC(CC)CNC(=O)C1CCC(CNS(=O)(=O)c2cccc3nsnc23)CC1 (centres undefined)
 : 21µM*, 2%, ?
O=C(Nc1ccc(CN2CCCCC2)cc1)c1ccc(Br)o1
 : -2%, 1%, 1%
O=C(CSc1ccc(Br)cc1)Nc1ccc(N2CCOCC2)cc1
 : 1%, -3%, -14%
CC(=O)Nc1cccc(-c2ccnc3c2CC(C)(C(=O)NC(C)C)O3)c1 (centres undefined)
 : -18%, /, ?
CC(C)NC(=O)N(C)C[C@H]1Oc2ccc(NC(=O)C3CCCCC3)cc2C(=O)N([C@H](C)CO)C[C@@H]1C
 : 1%, 1%, -12%
NS(=O)(=O)c1ccc(NC(=O)/C=C/c2cccs2)cc1
 : -15%, 0%, -15%
CCOC(=O)N1CCC(NC(=O)C2CCN(S(=O)(=O)c3ccc4c(c3)oc(=O)n4C)CC2)CC1
 : ?, 0%, ?

Gathered by group: those above with a CF3 group (3)
Every second line gives: DT40 TDP1 no CPT, TDP1 inh, TDP1 cell CPT
COc1cc(NC(=O)CCS(=O)(=O)c2nc(-c3cccs3)cc(C(F)(F)F)n2)cc(OC)c1OC
 : 6.5µM*, ?, 4.1µM*
O=C(Nc1cc2c(cc1C(=O)O)OCCCO2)c1ccc(C(F)(F)F)cc1
 : ?, /, ?
CC(C)CN1CCCC2(CCN(C(=O)c3cc(C(F)(F)F)cc(C(F)(F)F)c3)CC2)C1
 : -25%, /, -9%

Compound activity deposited in PubChem BioAssay by National Center for Advancing Translational Sciences (NCATS).
